Assay outcomes from PubChem BioAssay.
POLI inh = qHTS for Inhibitors of Polymerase Iota. 1% of 390,000 active. AID 588590, 2011. Pol iota fluorescent replication assay, 10 min. Potency, µM (series often up to 115 µM), for the others: at the top dose activity, negative = inhibition, actives largely listed as inhibitors
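Pol iota at 10 nM preincubated 15 min with compounds at room temperature; reaction started with fluorescent substrate, 50 nM final. Fluorescence read kinetically at 0 and 10 min; buffer-only wells as negative control.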
G9a block = qHTS Assay for Inhibitors of Histone Lysine Methyltransferase G9a. G9a H3K9 monomethylation, AlphaScreen, 2 h. 8.8% of 350,000 active. AID 504332, 2011. Histone-lysine N-methyltransferase EHMT2 (Homo sapiens), Q96KQ7. Potency, µM (series often up to 102 µM), without a hit: top-dose activity, negative = inhibition, usual class: inhibitors; further: on the % scale 0 is the no-effect control and ±100 the full control effect; nearly all actives have a fitted effect of over 75% in size
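Readings reflect AlphaScreen signal from monomethyl-H3K9 antibody detection. HMT at 20 nM; substrate b-H3K9 500 nM; cofactor SAM 20 uM; 2 h RT reaction; compounds tested as titrations in qHTS with 15 min preincubation.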
BAZ2B inh = qHTS Assay for Inhibitors of BAZ2B; Bromodomain adjacent to zinc finger domain protein 2B (Homo sapiens), Q9UIF8; AlphaScreen BAZ2B-H3K14Ac peptide displacement; Potency, µM (series often up to 114 µM), for inactives: at the top dose activity change, negative = inhibition, actives largely listed as inhibitors; 4.4% of 360,000 active; further: on the % scale 0 is the no-effect control and ±100 the full control effect; nearly all actives have a fitted effect of over 60% in size
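In this displacement format the biotinylated H3(5-23) peptide acetylated at Lys14 serves as ligand at 50 nM, with BAZ2B at 50 nM in PBS pH 7.4 containing 0.01% Tween-20. Donor and acceptor beads are 10 ug/mL final.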
POLH inh = qHTS for Inhibitors of Polymerase Eta; recombinant Pol eta, fluorescent DNA replication assay; 1.2% of 390,000 active; AID 588591, 2011; DNA polymerase eta (Homo sapiens), Q9Y253; Potency, µM (top dose mostly 114 µM), for inactives: top-dose activity change, negative = inhibition, usual class: inhibitors; further: on the % scale 0 is the no-effect control and ±100 the full control effect
Target sequence (Q9Y253 whole entry, looked up): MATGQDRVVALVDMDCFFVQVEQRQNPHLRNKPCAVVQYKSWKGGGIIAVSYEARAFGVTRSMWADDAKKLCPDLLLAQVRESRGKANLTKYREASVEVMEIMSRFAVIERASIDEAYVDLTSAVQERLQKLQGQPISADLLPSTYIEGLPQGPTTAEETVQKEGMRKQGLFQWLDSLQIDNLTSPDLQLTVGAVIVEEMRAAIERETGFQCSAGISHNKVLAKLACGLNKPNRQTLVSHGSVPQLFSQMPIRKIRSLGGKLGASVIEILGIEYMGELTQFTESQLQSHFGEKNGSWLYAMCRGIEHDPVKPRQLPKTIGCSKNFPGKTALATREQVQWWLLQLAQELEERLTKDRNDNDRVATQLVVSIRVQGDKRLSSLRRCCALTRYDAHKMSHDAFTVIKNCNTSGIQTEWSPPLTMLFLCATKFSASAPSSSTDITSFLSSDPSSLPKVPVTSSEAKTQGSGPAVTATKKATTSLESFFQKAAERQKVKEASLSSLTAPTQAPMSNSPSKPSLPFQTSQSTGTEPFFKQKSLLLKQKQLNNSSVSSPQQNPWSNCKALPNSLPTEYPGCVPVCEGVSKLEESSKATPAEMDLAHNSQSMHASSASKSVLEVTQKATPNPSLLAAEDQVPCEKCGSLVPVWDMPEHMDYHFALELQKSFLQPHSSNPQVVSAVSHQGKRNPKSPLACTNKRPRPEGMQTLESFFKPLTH
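Pol eta (10 nM) was preincubated with compounds for 15 min at room temperature, after which fluorescent replication substrate (50 nM final) was added to start the reaction. Fluorescence was read kinetically at 0 and 10 min.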
Pol kappa inh = qHTS for Inhibitors of Polymerase Kappa | Potency, µM (top dose mostly 107 µM), inactives show top-dose activity, negative = inhibition, usual class: inhibitors | DNA polymerase kappa (Homo sapiens), Q9UBT6 | 0.53% of 400,000 active | purified Pol kappa, fluorescent DNA synthesis assay, 10 min; further: on the % scale 0 is the no-effect control and ±100 the full control effect
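50 nM final substrate added after 15 min RT preincubation of 10 nM Pol kappa with compound; fluorescence read at 0 and 10 min.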
BLM helicase inh = qHTS Assay for Inhibitors of Bloom's syndrome helicase (BLM). recombinant BLM DNA unwinding, fluorescence dequenching. 0.2% of 350,000 active. Potency, µM (titrated, usually from 56.1 µM), for the others: top-dose activity change, negative = inhibition, most hits filed as inhibitors. RecQ-like DNA helicase BLM (Homo sapiens), P54132. AID 2528, 2010;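 further: plate controls were vehicle for no effect and no enzyme for full effect; nearly all actives have a fitted effect of over 35% in size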
Pol beta inh = qHTS Assay for Inhibitors of DNA Polymerase Beta; P06746; Pol beta primer extension/strand displacement, fluorescence kinetic; Potency, µM (highest dose often 114 µM), for inactives: top-dose activity change, negative = inhibition, hits mostly inhibitors; 1.3% of 340,000 active; AID 485314, 2010; further: on the % scale 0 is the no-effect control and ±100 the full control effect
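Reaction started by 50 nM substrate onto compound-treated Pol beta (10 nM, 15 min preincubation, room temperature); plates read at 0 min and 10 min. Normalized concentration-effect data fitted by four-parameter Hill equation.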
APE1 inh = qHTS Assay for Inhibitors of the Human Apurinic/apyrimidinic Endonuclease 1 (APE1); DNA repair nuclease/redox regulator APEX1 (Homo sapiens), P27695; recombinant APE1, TAMRA/BHQ-2 abasic DNA cleavage fluorescence; Potency, µM (titrated, usually from 65.8 µM), without a hit: at the highest dose activity change, negative = inhibition, most hits filed as inhibitors; 0.35% of 350,000 active; AID 2517, 2012;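 further: plate controls were vehicle for no effect and reference inhibitor for full effect; nearly all actives have a fitted effect of over 55% in size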
Target sequence (P27695 whole entry, looked up): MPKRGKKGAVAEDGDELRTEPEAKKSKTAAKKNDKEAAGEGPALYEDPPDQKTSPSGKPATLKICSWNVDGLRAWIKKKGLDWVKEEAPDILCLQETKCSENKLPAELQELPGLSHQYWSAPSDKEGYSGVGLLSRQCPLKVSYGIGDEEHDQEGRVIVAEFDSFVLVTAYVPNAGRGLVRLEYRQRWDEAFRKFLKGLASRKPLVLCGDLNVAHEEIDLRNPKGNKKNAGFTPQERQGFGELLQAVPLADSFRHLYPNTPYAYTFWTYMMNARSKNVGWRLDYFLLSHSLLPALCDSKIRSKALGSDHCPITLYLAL
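APE1 at 0.75 nM final was preincubated with compound 15 min at room temperature, then 50 nM double-stranded THF abasic-site substrate (5'-TAMRA/3'-BHQ-2) was added. Fluorescence (ex 525/em 598 nm) was read kinetically; third-minus-first read gave activity.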
JMJD2A Tudor inh = qHTS Assay for Inhibitors of JMJD2A-Tudor Domain. Lysine-specific demethylase 4A (Homo sapiens), O75164. AlphaScreen JMJD2A-Tudor / H3K4me3 peptide binding. Potency, µM (series often up to 114 µM), inactives show at the top dose activity change, negative = inhibition, actives largely listed as inhibitors. 4.4% of 390,000 active. AID 504339, 2011; further: on the % scale 0 is the no-effect control and ±100 the full control effect; nearly all actives have a fitted effect of over 50% in size
* hit, by the source's call; [ ] = remark or other dose. The call rests on the fitted dose curve; in most records, active means well fitted curve in the direction sought with a large enough effect; inconclusive means small, poorly fitted or top-dose-only effect, or another doubt; inactive means no such curve, though single readings can be large; an effect the other way counts as inactive or inconclusive. Potency means the concentration at half of the fitted maximal effect.

A first look (2 entries):
Results for COc1ccc(C2=NN(C(=S)Nc3ccccc3)C(c3ccccc3)C2)cc1 (configuration not stated) ?
POLI inh: 32%[activator]; G9a block: 8%[59 µM]; BAZ2B inh: -30%; POLH inh: -8%; Pol kappa inh: -3%; BLM helicase inh: -6%; Pol beta inh: 0%; APE1 inh: -3%; JMJD2A Tudor inh: -26%

How did COc1ccc(/C(N)=N/OC(=O)COc2ccccc2Cl)cc1 do in these assays?
POLI inh: 7%; G9a block: 6%; BAZ2B inh: 10%; POLH inh: -22%; Pol kappa inh: -6%; BLM helicase inh: -14%; Pol beta inh: 36%; APE1 inh: 21%; JMJD2A Tudor inh: -6%

Results (from the top)
Results for COc1ccc(C2=NN(C(=S)Nc3ccccc3)C(c3ccccc3)C2)cc1 (configuration not stated) ?
POLI inh: 32%[activator]; G9a block: 8%[59 µM]; BAZ2B inh: -30%; POLH inh: -8%; Pol kappa inh: -3%; BLM helicase inh: -6%; Pol beta inh: 0%; APE1 inh: -3%; JMJD2A Tudor inh: -26%

How did COc1ccc(/C(N)=N/OC(=O)COc2ccccc2Cl)cc1 do in these assays?
POLI inh: 7%; G9a block: 6%; BAZ2B inh: 10%; POLH inh: -22%; Pol kappa inh: -6%; BLM helicase inh: -14%; Pol beta inh: 36%; APE1 inh: 21%; JMJD2A Tudor inh: -6%

How did Cc1sc2nc(C3CC3)nc(SCC(=O)N3CCc4ccccc4C3)c2c1C do in these assays?
POLI inh: 33%[activator]; G9a block: inconclusive; BAZ2B inh: 21%; POLH inh: -16%; Pol kappa inh: -11%; BLM helicase inh: 2%; Pol beta inh: 3%; APE1 inh: -1%; JMJD2A Tudor inh: -15%

What do the screens show for `Cc1cccc(NC(=O)N2CCCC2C(=O)NCc2ccccc2)c1` (configuration not stated)?
POLI inh: 29%; G9a block: -3%; BAZ2B inh: -28%; POLH inh: -9%; Pol kappa inh: -5%; BLM helicase inh: -11%; Pol beta inh: 19%; APE1 inh: 30%; JMJD2A Tudor inh: -6%

How did c1ccc(-c2ccc(N3CC[C@@]4(CCCNC4)C3)cc2)cc1 do in these assays?
G9a block: -22%[12.7 µM]; Pol kappa inh: -9%[60.1 µM]; BLM helicase inh: 6%; APE1 inh: 2%

How did O=C(Nc1nnc(SCc2ccccn2)s1)C1CC(=O)N(c2ccc(F)cc2)C1 (configuration not stated) do in these assays?
POLI inh: inconclusive; G9a block: 28µM*; BAZ2B inh: -24%; POLH inh: 25µM*; Pol kappa inh: -12%; BLM helicase inh: -10%; Pol beta inh: inconclusive; APE1 inh: 45%[activator]; JMJD2A Tudor inh: -28%

What do the screens show for `CSc1ccc(CCNC(=O)CS(=O)(=O)Cc2nc(-c3ccccc3F)oc2C)cc1`?
POLI inh: 0%; G9a block: -33%; BAZ2B inh: 0%; POLH inh: -8%; Pol kappa inh: -3%; BLM helicase inh: -4%; Pol beta inh: 0%; APE1 inh: 16%; JMJD2A Tudor inh: -12%

How did COc1ccc(NC(=O)Cc2ccsc2)cc1S(=O)(=O)N1CCCCC1 do in these assays?
POLI inh: 0%; G9a block: -6%[2.33 µM]; BAZ2B inh: -7%; POLH inh: -8%; Pol kappa inh: -21%; APE1 inh: 62%[activator]; JMJD2A Tudor inh: -14%

How did O=C(CCSc1nnc(-c2ccc(O)cc2)o1)N1CCOCC1 do in these assays?
POLI inh: 12%; G9a block: -3%; BAZ2B inh: -4%; POLH inh: -17%; Pol kappa inh: 4%; BLM helicase inh: -3%; Pol beta inh: 0%; APE1 inh: 2%; JMJD2A Tudor inh: 5%

How did COc1ccc(CCNC(=O)COC(=O)C2CC2)cc1 do in these assays?
POLI inh: 87%[activator]; G9a block: 12%; POLH inh: -21%; Pol kappa inh: -6%; BLM helicase inh: -2%; Pol beta inh: 6%; APE1 inh: -4%; JMJD2A Tudor inh: -3%

Results for COc1ccc(NC(=S)NC(=O)/C=C/c2ccc(F)cc2)cc1 ?
POLI inh: -4%; G9a block: 3%; BAZ2B inh: 1%; POLH inh: -12%; Pol kappa inh: 7%; BLM helicase inh: -3%; Pol beta inh: 11%; APE1 inh: 40%; JMJD2A Tudor inh: -11%

What do the screens show for `COC(=O)c1csc(S(=O)(=O)N2CCCCC2)c1OC`?
POLI inh: 10%; G9a block: 7%[59 µM]; BAZ2B inh: 6%; POLH inh: -7%; Pol kappa inh: 5%; BLM helicase inh: -4%; Pol beta inh: -27%; APE1 inh: -6%; JMJD2A Tudor inh: -11%

Results for Cc1nn2c(=O)cc(COC(=O)c3ccc(S(=O)(=O)N4CCCCC4)cc3)nc2s1 ?
POLI inh: 24%; G9a block: 15%; BAZ2B inh: 7%; POLH inh: -16%; Pol kappa inh: -1%; BLM helicase inh: 1%; Pol beta inh: 3%; APE1 inh: 7%; JMJD2A Tudor inh: -13%

How did COn1c(SCC(N)=O)nc2ccccc2c1=O do in these assays?
POLI inh: 3%; G9a block: -11%; BAZ2B inh: inconclusive; POLH inh: -12%; Pol kappa inh: -8%; BLM helicase inh: -1%; Pol beta inh: 36%; APE1 inh: 9%; JMJD2A Tudor inh: -10%

Results for Nc1ccc(-c2nc3ccc(-c4nc5ccc(N)cc5[nH]4)cc3[nH]2)cc1 ?
POLI inh: 4µM*; G9a block: 22µM*; POLH inh: 6.3µM*; Pol kappa inh: 2.7µM*; BLM helicase inh: 14µM*; Pol beta inh: 1.4µM*; APE1 inh: inconclusive

How did C=CCNC(=S)Nc1cc(C)ccn1 do in these assays?
POLI inh: 68%[activator]; G9a block: 1.6µM*; BAZ2B inh: -1%; POLH inh: -4%; Pol kappa inh: -7%; BLM helicase inh: -4%; Pol beta inh: 25%; APE1 inh: 2%; JMJD2A Tudor inh: -9%

Results for COc1ccc(CNC(=O)COC(=O)c2cc(-c3cccs3)nc3ccccc23)cc1OC ?
POLI inh: -3%; G9a block: -30%[12.7 µM]; BAZ2B inh: 9%; POLH inh: -11%; Pol kappa inh: 1%; BLM helicase inh: -2%; Pol beta inh: -1%; APE1 inh: 2%; JMJD2A Tudor inh: -7%

How did Cc1ccc(N2CCN(CC(=O)Nc3c(C(=O)C4CC4)oc4ccccc34)CC2)cc1 do in these assays?
G9a block: -27%; BAZ2B inh: -4%; BLM helicase inh: 0%; Pol beta inh: 39%; APE1 inh: 1%

How did CCCN(c1ccc(C)cc1)c1nc(=O)c2cccnc2s1 do in these assays?
POLI inh: 63%[activator]; BAZ2B inh: -13%; POLH inh: -17%; Pol kappa inh: 1%; BLM helicase inh: -1%; Pol beta inh: inconclusive; APE1 inh: 5%; JMJD2A Tudor inh: -9%

How did O=S(=O)(CCc1ccccc1)N1CCOCC1 do in these assays?
POLI inh: 7%; G9a block: 5%; BAZ2B inh: -2%; POLH inh: -4%; Pol kappa inh: -14%; BLM helicase inh: -1%; Pol beta inh: -7%; APE1 inh: 0%; JMJD2A Tudor inh: -3%

What do the screens show for `CC(=O)NC(NC(=S)Nc1ccc(S(N)(=O)=O)cc1)C(Cl)(Cl)Cl` (configuration not stated)?
POLI inh: -20%; G9a block: 45µM*; BAZ2B inh: -5%; POLH inh: -4%; Pol kappa inh: -3%; BLM helicase inh: -3%; Pol beta inh: 30%; APE1 inh: 0%; JMJD2A Tudor inh: -11%

What do the screens show for `CC(C)C(NS(=O)(=O)c1ccccc1F)C(=O)N1CCc2ccccc2C1` (configuration not stated)?
POLI inh: 36%[activator]; G9a block: 22%[59 µM]; BAZ2B inh: 6%; POLH inh: -16%; Pol kappa inh: 0%; BLM helicase inh: 0%; Pol beta inh: 1%; APE1 inh: 26%[12.4 µM]; JMJD2A Tudor inh: inconclusive

Results for Cc1cccc(NC(=O)c2sc(NC(=O)c3ccco3)c(C#N)c2C)c1C ?
POLI inh: inconclusive; G9a block: 8%[59 µM]; BAZ2B inh: 7%; POLH inh: -1%; Pol kappa inh: -5%; BLM helicase inh: -6%; Pol beta inh: 21%; APE1 inh: -2%; JMJD2A Tudor inh: -18%

How did CC1(C)OC(=O)N(c2ccccn2)C1(C)O (configuration not stated) do in these assays?
POLI inh: -1%; G9a block: 0%; BAZ2B inh: 11%; POLH inh: 5%; Pol kappa inh: -4%; BLM helicase inh: 2%; Pol beta inh: 30%[activator]; APE1 inh: -10%; JMJD2A Tudor inh: -19%

How did Cc1ccc(S(=O)(=O)N2CCC(C(=O)Nc3nnc(C45CC6CC(CC(C6)C4)C5)s3)CC2)cc1 do in these assays?
G9a block: -24%[59 µM]; BAZ2B inh: -2%; BLM helicase inh: 0%; Pol beta inh: -1%; APE1 inh: 0%

How did CC(=O)c1nc(N2C(=O)CC(Cc3cccc(C)c3)C2=O)sc1C (configuration not stated) do in these assays?
POLI inh: 3%; G9a block: -9%; BAZ2B inh: -26%; POLH inh: -6%; Pol kappa inh: -5%; BLM helicase inh: -1%; Pol beta inh: -19%; APE1 inh: -4%; JMJD2A Tudor inh: 14%

How did Cc1ccc(-n2ncc3c(NNC(=O)c4ccco4)ncnc32)c(C)c1 do in these assays?
POLI inh: 144%[activator]; G9a block: 5%; BAZ2B inh: -13%; POLH inh: 11%; Pol kappa inh: -3%; BLM helicase inh: -7%; Pol beta inh: 19%; APE1 inh: -6%; JMJD2A Tudor inh: -11%

How did O=C1CSC(=Nc2ccc(O)cc2)N1c1ccc(O)cc1 do in these assays?
POLI inh: 21%; G9a block: -6%[12.7 µM]; BAZ2B inh: 3%; POLH inh: -22%; Pol kappa inh: 0%; BLM helicase inh: 1%; Pol beta inh: 7%; APE1 inh: -1%; JMJD2A Tudor inh: -6%

How did Cc1[nH]c2ccccc2c1C(=O)CSC(=S)N(C)C do in these assays?
POLI inh: 19%; G9a block: 14%[59 µM]; BAZ2B inh: 5%; POLH inh: -3%; Pol kappa inh: 1%; BLM helicase inh: -4%; Pol beta inh: 0%; APE1 inh: -3%; JMJD2A Tudor inh: -14%

The list is partial. The share of hits here may be higher or lower than overall.
